# Bioassay records (PubChem)
# RAD54 branch – inhibitors of human RAD54 branch migration, primary screen, biochemical, fluorescence, single point | DNA repair and recombination protein RAD54-like (Homo sapiens), Q92698 | RAD54 Holliday junction branch migration, FAM/BHQ fluorescence | 360,000 tested, 0.14% active | inhibition, % at 10.4 µM;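 active = mean normalized replicate activity at least 40 and at least half of replicates scoring 40 or more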;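 also: 0% = median of neutral control wells and 100% = median of positive control wells; inhibitors cause a drop in the FAM fluorescence signal; in these data hits start at about 50%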
# GSIS activator – GLuc luminescence reporter in INS-1E cells, primary screen for activators of glucose-dependent secretion of insulin. INS-1E GLuc reporter insulin secretion, 2-3 h. activation, % at 16.6 µM. 370,000 tested, 0.61% active;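 active = lowest replicate activation of at least 40%, so every replicate reaches that level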;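 also: 0% = median of neutral control wells and 100% = median of IBMX positive control wells; some compounds called inactive have numbers as strong as hits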
# RAD52 anneal inh – RAD52 DNA annealing inhibitors, primary screen, biochemical, FRET, single point, set 2 | DNA repair protein RAD52 homolog (Homo sapiens), P43351 | recombinant RAD52 DNA annealing, FRET fluorescence | inhibition, % at 18.7 µM | 360,000 tested, 0.46% active | AID 651710, 2012;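 active = every replicate showing at least 50% inhibition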
# ERAP1 inh – human ERAP1 aminopeptidase inhibitors, primary screen, biochemical, single point, plate reader; Endoplasmic reticulum aminopeptidase 1 (Homo sapiens), Q9NZ08; recombinant ERAP1, Leu-AMC fluorescence, 60 min; inhibition, % at 10.7 µM; 340,000 tested, 0.15% active;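 active = mean replicate inhibition of at least 30%, or all replicates individually reaching that 30% level; inactive = mean below 30% and not every replicate reaching it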;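 also: 0% = neutral control wells and 100% = L-leucinethiol positive control wells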
# Target sequence (Q9NZ08 whole entry, looked up): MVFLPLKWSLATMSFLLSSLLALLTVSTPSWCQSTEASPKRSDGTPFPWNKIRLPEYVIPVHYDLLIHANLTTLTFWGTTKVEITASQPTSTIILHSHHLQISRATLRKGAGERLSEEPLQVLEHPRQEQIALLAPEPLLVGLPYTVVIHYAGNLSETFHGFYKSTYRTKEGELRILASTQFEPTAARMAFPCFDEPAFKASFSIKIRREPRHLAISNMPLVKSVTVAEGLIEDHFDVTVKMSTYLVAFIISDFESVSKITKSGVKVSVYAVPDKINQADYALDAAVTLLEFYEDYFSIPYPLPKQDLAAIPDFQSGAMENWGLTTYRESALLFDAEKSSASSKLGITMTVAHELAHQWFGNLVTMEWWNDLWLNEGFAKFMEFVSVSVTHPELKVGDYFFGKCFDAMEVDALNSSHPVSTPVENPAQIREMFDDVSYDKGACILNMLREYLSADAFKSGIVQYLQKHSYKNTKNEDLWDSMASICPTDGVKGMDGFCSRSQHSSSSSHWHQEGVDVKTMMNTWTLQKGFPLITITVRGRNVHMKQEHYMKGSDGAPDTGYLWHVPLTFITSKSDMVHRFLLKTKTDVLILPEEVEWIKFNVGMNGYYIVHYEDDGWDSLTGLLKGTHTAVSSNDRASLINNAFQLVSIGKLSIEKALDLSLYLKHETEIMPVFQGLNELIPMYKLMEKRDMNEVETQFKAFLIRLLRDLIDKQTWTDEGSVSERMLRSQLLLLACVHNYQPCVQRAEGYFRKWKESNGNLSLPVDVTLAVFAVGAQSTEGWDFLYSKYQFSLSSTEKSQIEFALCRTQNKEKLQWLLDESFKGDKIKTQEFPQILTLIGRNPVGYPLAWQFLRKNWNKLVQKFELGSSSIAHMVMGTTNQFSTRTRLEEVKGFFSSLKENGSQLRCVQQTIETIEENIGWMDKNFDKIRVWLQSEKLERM
# ARNT-TACC3 inh – disruptors of ARNT/TACC3 protein interaction, primary screen, biochemical, AlphaScreen, single concentration | inhibition, % at 9.99 µM | AlphaScreen His-ARNT PAS-B/GST-TACC3 binding, luminescence; TACC3 fragment carries E629A point mutation | 390,000 tested, 0.66% active | AID 623870, 2012 | Transforming acidic coiled-coil-containing protein 3 (Homo sapiens), Q9Y6A5;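 active = mean inhibition of replicates at least 50% and at least half of replicates each reaching 50%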;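 also: 0% = complete ARNT plus TACC3 wells and 100% = ARNT alone without TACC3; many hits fall short of the cut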
# CFTR F508del cor – F508del CFTR correction, initial screen, CFBE line, single point. CFBE cells, YFP halide quenching; stimulated with forskolin plus potentiator P3; % fluorescence drop versus neutral controls. activity (quench increase), % at 7.58 µM. 350,000 tested, 0.36% active. AID 720511, 2013;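 active = mean added fluorescence quench of at least 8% versus neutral control, with both replicates also reaching 8%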;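 also: cells transiently co-express mutant CFTR-F508del with the halide-sensitive YFP; corrector assay measuring rescue of mutant channel to the surface after 24 h compound exposure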
# XiGFP reactiv – activators of inactive X chromosome reactivation, primary screen, imaging, XiGFP fibroblasts, GFP high-content imaging, set 2; XiGFP mouse fibroblasts, % GFP-positive cells imaging, 3 d; cells co-treated with 5-aza-dC sensitizer; scaled so ellipticine positive control = 100%; activation, % at 7.58 µM; 360,000 tested, 0.055% active;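 active = mean normalized replicate activation at least 10% and every replicate at or above 10%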;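 also: 0% = median of on-plate neutral control wells and 100% = ellipticine 6 µM median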
#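 System: 68-5-11 XiGFP fibroblast line; Timing: 3 days compound exposure; Compound dosing: one concentration, pinned; Benchmarks: positive control ellipticine, 6 µM final; Buffer or medium: DMEM containing 5-aza-dC.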
# esBAF inh – Bmi1 luciferase reporter increase in mESCs, primary screen, esBAF inhibitor project, mouse ES cells, Bmi1 luciferase knock-in, single point; 24 h; 100% = twice the neutral-well signal; reporter increase, % at 12.5 µM; 350,000 tested, 2% active; AID 602393, 2012; in the data active = activation above about 40%;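 also: 0% = median of the plate's neutral control wells and 100% = double that signal; a rise in the Bmi1 reporter signal indicates esBAF inhibition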
# The depositor's hits bear a star; · = not tested or not shown.
SMILES,RAD54 branch,GSIS activator,RAD52 anneal inh,ERAP1 inh,ARNT-TACC3 inh,CFTR F508del cor,XiGFP reactiv,esBAF inh
COc1ccc(CN(C)C[C@@H]2Oc3ccc(NS(=O)(=O)c4ccc(Cl)cc4)cc3C(=O)N([C@H](C)CO)C[C@@H]2C)cc1,11,-6,21,-1,·,0.7,-0.2,-5
CC1CCC(NS(=O)(=O)c2ccc3c(c2)CC(=O)N3)CC1 (centres undefined),10,0,-16,3,18,-0.9,0.0,5
CCC(CC)C(=O)Nc1nnc(S(=O)(=O)Nc2ccccc2C)s1,-3,·,-4,2,-6,2.7,0.0,-1
CCOc1cc2c(cc1OCC)C(c1ccc(F)cc1)NCC2 (centres undefined),-1,-1,-10,-5,-2,2.5,-0.1,-3
COc1ccc(-c2noc(CN(C)S(=O)(=O)c3ccc(Cl)cc3)n2)cc1OC,-3,-29,·,·,-2,·,·,3
O=C1CCC(/C=C/c2ccccc2)=NN1Cc1ccc(F)cc1,·,-22,-2,2,2,-1.4,0.0,·
Nc1ccccc1C(=O)Nc1cccc(C(=O)O)c1,-4,4,-19,-11,-3,3.3,·,7
CC(C)(C)OC(=O)N1CCC(c2c(C(=O)N3CCN(C(=O)c4ccco4)CC3)cnn2-c2ccc(F)cc2F)CC1,-3,-13,-2,-1,-1,-1.0,0.0,-1
CCS(=O)(=O)N1CCC2(CC1)CN(C(=O)c1ccc(F)cc1)[C@H](CO)c1[nH]c3cc(OC)ccc3c12,·,9,5,0,·,-1.3,0.2,·
Cc1ccc(S(=O)(=O)Nc2ccc3c(c2)C(=O)N([C@H](C)CO)C[C@H](C)[C@H](CN(C)CC2CCCCC2)OCCCC[C@H](C)O3)cc1,3,12,30,-3,7,-2.7,0.0,-3
NS(=O)(=O)c1ccc(NC(=S)NC(=O)c2ccco2)cc1,7,0,·,·,-7,·,0.0,·
CC(Oc1ccccc1)C(=O)NC1=NCCS1 (centres undefined),·,-7,0,-3,7,1.2,0.0,·
COCCNC(=O)[C@H]1[C@H](CO)[C@H]2Cn3c(ccc(C4=CCCCC4)c3=O)[C@@H]1N2C(=O)C1CCCC1,·,13,-2,-7,·,-0.7,0.6,·
OCC[C@@H]1C[C@H](O)[C@@H](O)[C@@]2(CCCc3ccccc3O2)O1,4,5,-25,0,-2,3.9,0.0,9
O=C(CSc1ncccn1)N/N=C/c1ccc2c(c1)OCO2,-1,32,-15,-6,2,-1.3,-0.2,41*
O=C(NCCC(=O)N1CCC2(CC1)NCCc1[nH]cnc12)c1cccc(C(F)(F)F)c1,3,2,-7,-1,-1,-0.6,0.0,14
O=C(COC(=O)c1ccc(O)cc1)NC(=O)NCc1ccccc1,-12,3,-4,-1,·,-2.3,0.3,0
C[C@@H](O)C#Cc1ccc([C@H]2[C@H](CO)N3CCCCN(C(=O)c4cccc(F)c4)C[C@@H]23)cc1,-7,12,-9,0,-12,-3.8,0.1,-1
COc1ccccc1-c1csc(C(C)(O)c2ccccc2)n1 (centres undefined),-4,-25,-17,-3,·,-2.0,0.7,2
Cc1ccc(S(=O)(=O)N(C)C[C@@H]2OCCCC[C@H](C)Oc3ccc(NC(=O)c4ccccc4)cc3C(=O)N([C@H](C)CO)C[C@H]2C)cc1,1,-17,-38,-3,-9,2.3,0.0,1
O=C(CSc1n[nH]c(=O)n1-c1cccnc1)Nc1ccccc1,6,4,-20,4,-3,2.6,0.2,-6
O=[N+]([O-])c1ccc(N2CCN(S(=O)(=O)c3ccccc3)CC2)cc1NCC1CCCO1 (centres undefined),9,9,·,·,3,·,0.0,0
CC(C)=NOC(=O)c1ccc(-c2ccccc2)cc1,7,9,·,·,-8,·,0.0,-6
Nc1ncnc(N2CCOCC2)c1N,-4,-6,1,17,-8,·,0.1,·
COc1ccc(NC(=O)CN(C)S(=O)(=O)c2cnc[nH]2)cc1,4,5,-8,-1,·,-0.2,0.2,0

# More records follow.
SMILES,RAD54 branch,GSIS activator,RAD52 anneal inh,ERAP1 inh,ARNT-TACC3 inh,CFTR F508del cor,XiGFP reactiv,esBAF inh
CC(C)c1ccc(C(=O)OCC(=O)NC2CCCC2)cc1,-3,-1,-4,-1,-3,1.6,0.1,-3
CCNC(=O)C1CCCN(C(=O)c2cccc(OC(F)(F)F)c2)CC1 (centres undefined),-4,5,-11,-4,·,-0.4,0.1,11
Cc1nnsc1C(=O)N1CCC(C(=O)c2ccccc2)CC1,·,·,-15,-2,·,-3.1,-0.1,·
CO[C@@H]1CN(C)C(=O)c2ccc(NC(=O)c3ccc4c(c3)OCO4)cc2OC[C@@H](C)N(CCC(F)(F)F)C[C@@H]1C,-5,-35,10,1,-3,0.6,-0.3,5
C[C@@H]1CCCCO[C@@H](CN(C)Cc2ccc(C(F)(F)F)cc2)[C@@H](C)CN([C@H](C)CO)C(=O)c2cc(NC(=O)CCCCCC(=O)Nc3ccccc3N)ccc2O1,·,-1,-8,1,·,-1.3,-1.2,·
Cc1cccc(Cn2c(N3CCN(CCO)CC3)nc3c2c(=O)[nH]c(=O)n3C)c1,10,·,6,0,·,1.7,0.0,-3
CC(C)NC(=O)Nc1ccc2c(c1)CC(=O)N([C@@H](C)CO)C[C@@H](C)[C@H](CN(C)S(C)(=O)=O)O2,17,-6,-5,·,·,-1.9,-1.4,-8
COc1cccc(C2c3[nH]c4ccccc4c3CCN2Cc2cnn(C)c2)c1 (centres undefined),-7,12,-6,-5,8,2.3,0.6,·
O=C(O)c1cccc(N/N=C/c2cn(-c3ccccc3)nc2-c2cccs2)c1,-6,-22,-24,1,6,4.8,0.0,-7
Cc1ccc(C(=O)N2CCC3CC2c2cc(-c4ccc5c(c4)OCO5)ccc23)cc1 (centres undefined),3,-15,-25,0,5,-2.7,-0.1,-2
CCOc1ccc(-n2c(SCC(=O)NC3CCS(=O)(=O)C3)nnc2-c2cccnc2)cc1 (centres undefined),6,10,-14,1,-5,0.4,0.1,-1
CCCN(CCC)CC(O)Cn1cc(/C=C/C(=O)c2cccs2)c2ccccc21 (centres undefined),·,-17,-221,-2,-3,-0.6,0.7,·
O=C(C1CCOCC1)N1C[C@@H]2[C@H](c3ccccc31)[C@H](CO)N2Cc1ccc(Cl)cc1,-16,3,-5,-1,-4,0.8,0.1,-2
O=C(C[C@@H]1C[C@@H]2c3cc(NC(=O)NC4CCCC4)ccc3O[C@@H]2[C@@H](CO)O1)NCc1ccccc1F,-1,5,-20,2,-3,-0.1,0.0,3
COc1ccc(S(=O)(=O)N2CCOCC2)cc1NC(=O)c1ccncc1,-3,·,-6,0,·,-0.4,1.5,2
O=C(CN1CCN(Cc2ccccc2)CC1)N/N=C/C=C/c1ccccc1[N+](=O)[O-],·,-1,-9,1,17,·,0.2,·
CCOC(=O)C1=CNS(=O)(=O)NC1c1ccccc1 (centres undefined),-1,17,-4,·,-9,3.3,0.0,2
CC(=O)Nc1c2c(nn1-c1ccccc1)CS(=O)C2 (centres undefined),-3,7,-10,2,-3,-1.6,0.1,-5
COc1cccc(-c2cc(NC(C)=O)c3ncc(-c4cccc(C(C)=O)c4)n3c2)c1,-4,·,-40,3,·,0.4,0.0,0
CCOC(=O)C1(CCOc2ccccc2)CCN(Cc2ccc(OC)c(O)c2)CC1,-16,2,-5,1,-1,4.9,-0.1,7
COc1ccc(C(CNC(=O)c2ccc(S(=O)(=O)N3CCCC3)cc2)N2CCOCC2)cc1 (centres undefined),-2,-14,-8,-2,-3,3.1,0.0,6
C[C@H](CO)N1C[C@H](C)[C@H](CN(C)C(=O)Nc2ccc(F)cc2)Oc2c(NS(C)(=O)=O)cccc2C1=O,-11,1,-8,-6,-6,-1.8,0.3,-2
CCOc1ccc(NC(=O)CSc2nnc(CCNC(=O)c3ccc(OC)cc3)n2CC)cc1,4,-5,·,·,2,·,·,23
Cc1ccc2nc(C)cc(C(=O)OCC(=O)Nc3cccnc3Cl)c2c1,·,-8,-2,-3,-4,-0.6,0.1,·
O=C(NCC1CC1)Nc1ccc(Cl)cc1,1,-5,-2,1,-1,-2.5,0.1,68*

# (further entries)
SMILES,RAD54 branch,GSIS activator,RAD52 anneal inh,ERAP1 inh,ARNT-TACC3 inh,CFTR F508del cor,XiGFP reactiv,esBAF inh
CC(C)NCCCCOc1ccc(Br)cc1Cl,·,3,-4,1,·,-1.7,0.0,·
CCOc1ccc(C(=O)NCC(=O)NCCOc2ccc(C)cc2)cc1,12,11,-20,-4,·,-1.4,0.1,0
CO[C@@H]1CN(C)C(=O)c2ccc(NC(=O)c3ccno3)cc2OC[C@@H](C)N(S(C)(=O)=O)C[C@H]1C,·,5,-204,-1,·,-5.2,0.2,·
C[C@H]1CN([C@@H](C)CO)C(=O)c2cc(NC(=O)C3CC3)ccc2O[C@@H]1CN(C)Cc1ccc(C(=O)Nc2ccccc2N)cc1,-9,0,-7,2,10,-1.8,0.0,-3
Cc1nc(SCCO)c([N+](=O)[O-])[nH]1,·,10,-11,4,-2,·,0.3,1
O=C(CN1CCOCC1)Nc1ccc([N+](=O)[O-])cc1Br,·,6,-18,0,-4,-1.2,-0.1,·
Cc1ccc(S(=O)(=O)Nc2ccc3c(c2)C(=O)N([C@@H](C)CO)C[C@H](C)[C@@H](CN(C)S(=O)(=O)c2ccc(Cl)cc2)O3)cc1,·,7,13,-2,·,1.2,-0.5,·
CC(=O)c1ccc(NC(=O)CSc2nc(N)c3cc4c(nc3n2)CCCC4)cc1,·,5,-70,0,-1,-3.6,-0.1,·
CC(C)CC#Cc1cnc2c(c1)C(=O)N([C@H](C)CO)C[C@@H](C)[C@H](CN(C)S(=O)(=O)c1cn(C)cn1)O2,-1,-6,-13,-1,-3,3.4,-0.6,2
O=C(O)c1cc(-c2ccc(/C=N/Nc3ccc([N+](=O)[O-])cn3)o2)ccc1Cl,·,6,-27,-11,12,-1.3,0.3,·
CCOC(=O)c1ccc[n+](CC(=O)c2ccc(OC)cc2)c1,2,6,-7,-3,4,1.3,-0.1,·
CN=C1CC(C)(C)CC(=O)/C1=C(/O)CCCN1C(=O)c2ccccc2C1=O,·,28,-10,1,-5,1.9,-0.2,·
CN(C)CCNC(C(=O)Nc1cc(Cl)cc(Cl)c1)c1ccccc1 (centres undefined),·,-9,13,2,-6,3.1,0.0,·
COc1ccc(CN2CCN(Cc3ccccc3C(F)(F)F)CC2)c(OC)c1,-9,-54,-7,3,3,5.0,0.6,-4
O=C(Nc1cc(-c2ccccc2)[nH]n1)c1ccccc1F,1,·,1,·,·,-5.1,0.0,·
COC(=O)C1=CN(c2ccc(OC)cc2)C(N)=C(C#N)C1c1ccc(OC)cc1 (centres undefined),·,10,-22,·,·,1.4,0.1,·
C[C@@H](NC(=O)C[C@H]1CC[C@@H]2[C@@H](COc3ccc(NS(=O)(=O)c4ccc(Cl)cc4)cc3C(=O)N2C)O1)c1ccccc1,-1,-5,·,·,-8,-1.8,0.0,6

# Copied from the list.
# RAD52 anneal inh with Cc1nnsc1C(=O)N1CCC(C(=O)c2ccccc2)CC1 : -15
# RAD52 anneal inh with Cc1ccc(S(=O)(=O)Nc2ccc3c(c2)C(=O)N([C@@H](C)CO)C[C@H](C)[C@@H](CN(C)S(=O)(=O)c2ccc(Cl)cc2)O3)cc1 : 13

# Compounds were not picked by outcome; any-hit rate near 3.3%.
